ADAM17 inh: ADAM17 inhibitors, primary screen, biochemical, QFRET. Disintegrin and metalloproteinase domain-containing protein 17 (Homo sapiens), P78536. recombinant ADAM17, EDANS/DABCYL FRET peptide cleavage. inhibition, % at 6.95 µM. actives 0.83% (n = 370,000). AID 720648, 2013;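 active = inhibition above the mean of compounds lying between control limits plus 3 SD, set per campaign, cut at about 8.5% in these data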;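 note: 0% = DMSO-only wells as the low control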
ADAM10 inh: human ADAM10 inhibitors, primary screen, biochemical, QFRET, HTS; Disintegrin and metalloproteinase domain-containing protein 10 (Homo sapiens), O14672; recombinant ADAM10, EDANS/DABCYL FRET peptide cleavage, 3 h; inhibition, % at 7 µM; actives 0.62% (n = 370,000); AID 720582, 2013;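 active = inhibition above a per-campaign cutoff equal to the mean of compounds falling between control-based bounds plus 3 SD, cut at about 20% in these data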;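 note: 0% = DMSO wells while the 100% control is not disclosed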
TDP2 inh: human TDP2 enzyme inhibitors, primary screen, biochemical, epi absorbance, recombinant enzyme | T5PNP hydrolysis, p-nitrophenol absorbance 415 nm | inhibition, % at 12.8 µM | actives 0.34% (n = 370,000);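 active = inhibition above the mean of all tested compounds plus 3 SD, set per campaign, cut at about 25% in these data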;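 note: 0% = DMSO with enzyme and 100% = buffer with substrate but no TDP2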
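System: recombinant human TDP2 / Amount: 120 nM TDP2 per well / Also added: 5 mM T5PNP chromogenic substrate / Doses: 12.8 µM single point, 1% DMSO / Incubation: 2 h at 37 °C / Detection: p-Nitrophenol epi absorbance / Evaluation: % inhibition relative to enzyme-containing and enzyme-free wells / Repeats: singlicate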
PLCb3 inh: human PLC-beta3 inhibitors, primary screen, biochemical, fluorescence. 1-phosphatidylinositol 4,5-bisphosphate phosphodiesterase beta-3 (Homo sapiens), Q01970. inhibition, % at 12.2 µM. Purified PLC-beta3, fluorogenic substrate. actives 0.18% (n = 370,000). AID 720704, 2013; in the data active = inhibition above about 11%;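 note: 0% = median of compound wells on plate and 100% = full blocker control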
ARFGAP1 inhibitor: inhibitors of rat ARFGAP1 GAP activity, primary screen, biochemical, fluorescence polarization, GDP tracer; AID 651572, 2012; Arfgap1-stimulated ARF1 GTP hydrolysis, GDP FP detection; inhibition, % at 16.5 µM; actives 0.26% (n = 360,000); ADP-ribosylation factor GTPase-activating protein 1 (Rattus norvegicus), Q62848;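 active = inhibition above a per-plate limit, mean inhibition of low control wells plus 3 SD, cut at about 25% in these data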;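 note: 0% = DMSO wells with enzyme and 100% = wells lacking Arfgap1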
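system = rat Arfgap1 catalytic domain, aa 1-136 | technique = FP, GDP Alexa 633 tracer displaced from anti-GDP antibody, 620/688 nm | compound = one concentration, 16.5 µM, DMSO 1.26% | medium = HEPES-based buffer, pH 7.5 | timing = compound-enzyme preincubation 20 min, reaction 120 min, detection 60 min, 25 °C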
DDE Tn6 FP inh: inhibitors of Tn6 peptide binding to fibrin DD(E), primary screen, biochemical, fluorescence polarization, human fibrin, Tn6 probe | Fibrin DD(E) TRITC-Tn6 fluorescence polarization displacement | actives 0.21% (n = 370,000) | inhibition, % at 8.3 µM | Fibrinogen beta chain (Homo sapiens), P02675;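 active = inhibition above a per-campaign cutoff: mean of compounds within control limits plus 3 SD, cut at about 15% in these data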;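 note: 0% = median of all compound wells on the plate and 100% = blocking peptide control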
Target sequence (P02675 whole entry, looked up): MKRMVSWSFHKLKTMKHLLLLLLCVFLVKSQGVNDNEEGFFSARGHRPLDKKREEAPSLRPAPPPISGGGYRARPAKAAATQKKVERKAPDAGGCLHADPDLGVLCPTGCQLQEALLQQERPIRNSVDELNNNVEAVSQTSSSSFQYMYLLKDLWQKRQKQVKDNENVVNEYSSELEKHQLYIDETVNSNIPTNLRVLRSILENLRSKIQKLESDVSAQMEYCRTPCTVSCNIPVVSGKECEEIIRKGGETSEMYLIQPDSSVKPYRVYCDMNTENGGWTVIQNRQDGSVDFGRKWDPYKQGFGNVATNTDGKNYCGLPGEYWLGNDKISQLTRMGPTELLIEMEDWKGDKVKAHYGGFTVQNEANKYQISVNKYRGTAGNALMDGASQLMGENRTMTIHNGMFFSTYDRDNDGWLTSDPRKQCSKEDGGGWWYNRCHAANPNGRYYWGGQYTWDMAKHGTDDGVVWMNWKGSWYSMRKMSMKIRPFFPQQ
DDE Tn7 FP inh: inhibitors of Tn7 peptide binding to fibrin DD(E), primary screen, biochemical, fluorescence polarization, human fibrin, Tn7 probe; FP displacement of FITC-Tn7 peptide from fibrin DD(E); 0% = median of compound wells per plate; inhibition, % at 8.3 µM; actives 0.13% (n = 370,000); AID 720508, 2013;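 active = inhibition above the mean of compounds falling within the control limits plus 3 SD of them, cut at about 14% in these data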;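 note: 0% = plate median of compound wells and 100% = 10 µM Aha-Tn7 peptide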
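Test system – human fibrin DD(E) · Times – 10 min preincubation, 3 h with tracer, room temperature · Detection – fluorescence polarization of the labelled Tn7 tracer · Measure – percent inhibition normalized to high-control wells · Benchmarks – high control wells with 10 µM unlabelled Aha-Tn7 peptide (full inhibition) · Repeats – singlicate testing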
SIAE primary: human SIAE inhibitors, primary screen, biochemical, fluorescence polarization, FP-Rh probe, 1536-well HTS; inhibition, % at 9.66 µM; SIAE FP-Rh probe binding; actives 0.69% (n = 370,000); AID 1053197, 2014;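 active = inhibition above a cutoff: mean of compounds within the control limits plus 3 SD of those, cut at about 17% in these data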;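 note: 0% = plate median of compound wells and 100% = probe without SIAE protein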
Target sequence (Q9HAT2 whole entry, looked up): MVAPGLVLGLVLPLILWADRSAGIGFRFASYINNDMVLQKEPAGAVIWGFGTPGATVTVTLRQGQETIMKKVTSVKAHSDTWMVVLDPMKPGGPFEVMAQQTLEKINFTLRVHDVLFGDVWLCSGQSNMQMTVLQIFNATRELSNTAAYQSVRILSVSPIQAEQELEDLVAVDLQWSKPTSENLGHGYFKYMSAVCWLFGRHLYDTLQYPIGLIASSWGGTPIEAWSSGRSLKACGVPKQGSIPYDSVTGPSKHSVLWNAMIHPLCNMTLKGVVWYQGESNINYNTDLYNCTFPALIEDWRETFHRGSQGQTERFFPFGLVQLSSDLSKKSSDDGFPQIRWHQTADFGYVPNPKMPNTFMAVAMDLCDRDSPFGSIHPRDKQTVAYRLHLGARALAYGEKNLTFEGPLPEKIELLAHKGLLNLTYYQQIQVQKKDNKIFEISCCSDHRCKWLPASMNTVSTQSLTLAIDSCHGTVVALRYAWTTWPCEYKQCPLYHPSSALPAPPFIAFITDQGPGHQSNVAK
PLCg1 inh: PLC-gamma1 enzyme inhibitors, primary screen, biochemical, fluorescence, purified enzyme | inhibition, % at 12.2 µM | actives 0.84% (n = 370,000) | fluorogenic substrate | AID 720700, 2013; in the data active = inhibition above about 9.5%
ASAP1 GAP inh: inhibitors of human ASAP1 ArfGAP activity, primary screen, biochemical, fluorescence polarization | Arf-GAP with SH3 domain, ANK repeat and PH domain-containing protein 1 (Homo sapiens), … | ASAP1-stimulated ARF1 GTP hydrolysis, GDP FP detection | inhibition, % at 16.5 µM | actives 0.19% (n = 360,000); in the data active = inhibition above about 25%;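 note: 0% = vehicle with enzyme and substrate and 100% = no enzyme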
The depositor's hits bear a star.

Screening O=C(CCSCCc1ccccn1)Nc1c(F)c(F)c(F)c(F)c1F returned ADAM17 inh -2, ADAM10 inh -2, TDP2 inh -3, PLCb3 inh -1, ARFGAP1 inhibitor -8, DDE Tn6 FP inh -10, DDE Tn7 FP inh 4, SIAE primary 3, PLCg1 inh 0 and ASAP1 GAP inh 3.
`CCOc1ccc(C(=O)CCC(=O)NNC(=O)c2ccncc2)cc1` gave ADAM17 inh -3, ADAM10 inh -7, TDP2 inh 0, PLCb3 inh 1, ARFGAP1 inhibitor 0, DDE Tn6 FP inh 7, DDE Tn7 FP inh 5, SIAE primary -1, PLCg1 inh 3 and ASAP1 GAP inh 0.
For O=C(c1ccc(C(F)(F)F)cc1)C1CCCN(Cc2cccn2-c2ncccn2)C1 (stereo not drawn) the results were ADAM17 inh -1, ADAM10 inh 0, TDP2 inh -13, PLCb3 inh 1, ARFGAP1 inhibitor -6, DDE Tn6 FP inh 2, DDE Tn7 FP inh -4, SIAE primary 8, PLCg1 inh 2 and ASAP1 GAP inh -1.
For CC(C)c1ccc2oc(=O)cc(CN3CCN(c4ccc(F)cc4)CC3)c2c1 the results were ADAM17 inh -2, ADAM10 inh -1, TDP2 inh 2, PLCb3 inh -1, ARFGAP1 inhibitor 1, DDE Tn6 FP inh -3, DDE Tn7 FP inh -4, SIAE primary 5, PLCg1 inh 2 and ASAP1 GAP inh 5.
O=C(Nc1ccc2c(c1)CCCN2C(=O)c1cccs1)c1c(F)cccc1Cl was read as ADAM17 inh 8, ADAM10 inh 8, TDP2 inh -8, PLCb3 inh -6, ARFGAP1 inhibitor 1, DDE Tn6 FP inh -7, DDE Tn7 FP inh 1, SIAE primary -3, PLCg1 inh 4 and ASAP1 GAP inh 3.
`O=C(C[C@H]1CC[C@@H]2[C@H](COC[C@H](O)CN2Cc2nccs2)O1)NCc1ccccc1Cl` gave ADAM17 inh -6, ADAM10 inh -18, TDP2 inh 12, PLCb3 inh -8, ARFGAP1 inhibitor 6, DDE Tn6 FP inh -1, DDE Tn7 FP inh -4, SIAE primary 3, PLCg1 inh -4 and ASAP1 GAP inh 13.
CC(C)CCOc1ccc(C(=O)Nc2cc(S(=O)(=O)N3CCOCC3)ccc2N2CCOCC2)cc1 was read as ADAM17 inh 1, ADAM10 inh 3, TDP2 inh 8, PLCb3 inh 1, ARFGAP1 inhibitor 5, DDE Tn6 FP inh 5, DDE Tn7 FP inh 4, SIAE primary 5, PLCg1 inh -1 and ASAP1 GAP inh 19.
`CCOc1ccc(C(CC(=O)O)NC(=O)COc2ccccc2)cc1OC` (stereo not drawn) gave ADAM17 inh -3, ADAM10 inh -8, TDP2 inh 17, PLCb3 inh 0, ARFGAP1 inhibitor 13, DDE Tn6 FP inh 0, DDE Tn7 FP inh 3, SIAE primary 2, PLCg1 inh 0 and ASAP1 GAP inh 2.
For COC(=O)c1nn(-c2ccc(OC)cc2)c(=O)c2c(N)sc(C)c12 the results were ADAM17 inh -2, ADAM10 inh -2, TDP2 inh 2, PLCb3 inh -20, ARFGAP1 inhibitor -6, DDE Tn6 FP inh 1, DDE Tn7 FP inh 2, SIAE primary 5, PLCg1 inh -11 and ASAP1 GAP inh -10.
For COc1ccc(CCNC(=O)CCc2cn(C)c3ccccc23)c(OC)c1OC the results were ADAM17 inh 0, ADAM10 inh 5, TDP2 inh 12, PLCb3 inh -4, ARFGAP1 inhibitor -4, DDE Tn6 FP inh 0, DDE Tn7 FP inh 4, SIAE primary 7, PLCg1 inh -5 and ASAP1 GAP inh -6.
`CC1=CC(C)(C)Nc2ccc(OC(=O)C(C)N3C(=O)c4ccccc4C3=O)cc21` (stereo not drawn) gave ADAM17 inh 2, ADAM10 inh 3, TDP2 inh -1, PLCb3 inh -42, ARFGAP1 inhibitor 2, DDE Tn6 FP inh 3, DDE Tn7 FP inh 1, SIAE primary 2, PLCg1 inh -35 and ASAP1 GAP inh 19.
`CCC1(c2ccccc2)NC(=O)N(CC(=O)Nc2ccc3c(C)cc(=O)oc3c2)C1=O` (stereo not drawn) gave ADAM17 inh -469, ADAM10 inh inactive, TDP2 inh -6, PLCb3 inh -367, ARFGAP1 inhibitor 6, DDE Tn6 FP inh 1, DDE Tn7 FP inh -5, SIAE primary 1, PLCg1 inh -368 and ASAP1 GAP inh 8.
Cc1ccccc1CN1CCN(CC2CC3C=CC2C3)CC1 (stereo not drawn) was read as ADAM17 inh -6, ADAM10 inh 1, TDP2 inh 6, PLCb3 inh 0, ARFGAP1 inhibitor -13, DDE Tn6 FP inh 9, DDE Tn7 FP inh -5, SIAE primary -4, PLCg1 inh 3 and ASAP1 GAP inh -11.
`C[C@H](CO)N1C[C@H](C)[C@@H](CN(C)S(C)(=O)=O)Oc2ccc(NC(=O)Nc3ccc(C(F)(F)F)cc3)cc2C1=O` gave ADAM17 inh 3, ADAM10 inh 1, TDP2 inh -12, PLCb3 inh 1, ARFGAP1 inhibitor 12, DDE Tn6 FP inh -7, DDE Tn7 FP inh -6, SIAE primary -20, PLCg1 inh 2 and ASAP1 GAP inh 0.
O=c1[nH]c(Cc2ccccc2)nc2c1oc1ccccc12 was read as ADAM17 inh 1, ADAM10 inh 6, TDP2 inh -13, PLCb3 inh -3, ARFGAP1 inhibitor -7, DDE Tn6 FP inh 5, DDE Tn7 FP inh -4, SIAE primary -3, PLCg1 inh -5 and ASAP1 GAP inh 17.
`COC(=O)CCCC1=CC2=C(c3ccccc3)C(=O)C(C)(OC(=O)C3CCCC3)C(=O)C2=CN1Cc1ccco1` (stereo not drawn) gave ADAM17 inh -4, ADAM10 inh -9, TDP2 inh 12, PLCb3 inh -22, ARFGAP1 inhibitor -9, DDE Tn6 FP inh -2, DDE Tn7 FP inh 7, SIAE primary 9, PLCg1 inh -25 and ASAP1 GAP inh 8.
`C[C@H](NC(=O)[C@H]1N2C(=O)c3ccccc3C2SC1(C)C)C(=O)NCc1ccncc1` (stereo partly drawn) gave ADAM17 inh -6, ADAM10 inh 7, TDP2 inh -8, PLCb3 inh -9, ARFGAP1 inhibitor -8, DDE Tn6 FP inh -4, DDE Tn7 FP inh 3, SIAE primary 5, PLCg1 inh 0 and ASAP1 GAP inh -21.
Screening COc1ccc(-c2nc(CS(=O)(=O)CC(=O)NCCc3ccccc3)c(C)o2)cc1 returned ADAM17 inh -3, ADAM10 inh -7, TDP2 inh 6, PLCb3 inh -2, ARFGAP1 inhibitor -11, DDE Tn6 FP inh -1, DDE Tn7 FP inh -6, SIAE primary -4, PLCg1 inh 0 and ASAP1 GAP inh 5.
For COc1ccc2c(c1)[C@H]1[C@H](CO2)[C@H](c2ccccc2)[C@]2(C)C(=O)Nc3cc(F)c(F)cc3C(=O)N12 the results were ADAM17 inh 2, ADAM10 inh 5, TDP2 inh 9, PLCb3 inh -1, ARFGAP1 inhibitor -11, DDE Tn6 FP inh -3, DDE Tn7 FP inh 4, SIAE primary -29, PLCg1 inh 0 and ASAP1 GAP inh 6.
`CC1(C(=O)Nc2ccccc2)CCN1C(=O)C1(c2ccccc2)CC1` (stereo not drawn) gave ADAM17 inh 1, ADAM10 inh 6, TDP2 inh -9, PLCb3 inh 3, ARFGAP1 inhibitor -9, DDE Tn6 FP inh 9, DDE Tn7 FP inh -6, SIAE primary 6, PLCg1 inh 1 and ASAP1 GAP inh 4.
`COc1cc(NC(=O)c2cccs2)c(OC)cc1NC(=O)CCC(=O)Nc1cccc2ncccc12` gave ADAM17 inh -1, ADAM10 inh 0, TDP2 inh 13, PLCb3 inh -7, ARFGAP1 inhibitor -6, DDE Tn6 FP inh 3, DDE Tn7 FP inh 7, SIAE primary -1, PLCg1 inh 1 and ASAP1 GAP inh -3.
For CCC(Oc1ccc(Cl)cc1)C(=O)N1CC(=O)Nc2ccccc21 (stereo not drawn) the results were ADAM17 inh -2, ADAM10 inh -6, TDP2 inh -2, PLCb3 inh -10, ARFGAP1 inhibitor 10, DDE Tn6 FP inh 1, DDE Tn7 FP inh 0, SIAE primary -3, PLCg1 inh 2 and ASAP1 GAP inh -15.
Cc1cc(C)c(C)c(S(=O)(=O)NCCN2CCOCC2)c1C was read as ADAM17 inh -7, ADAM10 inh -15, TDP2 inh -10, PLCb3 inh -5, ARFGAP1 inhibitor 7, DDE Tn6 FP inh -1, DDE Tn7 FP inh 1, SIAE primary -14, PLCg1 inh 0 and ASAP1 GAP inh -6.
Screening C=CCn1c(SCC(=O)Nc2ncc(Cc3cc(C(F)(F)F)ccc3Cl)s2)nnc1-c1ccncc1 returned ADAM17 inh -1, ADAM10 inh 11, TDP2 inh 4, PLCb3 inh 1, ARFGAP1 inhibitor 9, DDE Tn6 FP inh 8, DDE Tn7 FP inh -1, SIAE primary 1, PLCg1 inh 1 and ASAP1 GAP inh 16.
Cc1cc2c(c(=O)o1)[C@@]1(C(=O)N(C)c3ccccc31)C1=C(CCCC1=O)O2 was read as ADAM17 inh -3, ADAM10 inh -2, TDP2 inh 6, PLCb3 inh -2, ARFGAP1 inhibitor 5, DDE Tn6 FP inh 5, DDE Tn7 FP inh 2, SIAE primary -2, PLCg1 inh -1 and ASAP1 GAP inh -7.
CCN(CC)CC(=O)Nc1ccc(Oc2ccc(NC(=O)CN(CC)CC)cc2)cc1 was read as ADAM17 inh -2, ADAM10 inh 4, TDP2 inh -7, PLCb3 inh 3, ARFGAP1 inhibitor 6, DDE Tn6 FP inh -7, DDE Tn7 FP inh -2, SIAE primary -1, PLCg1 inh 5 and ASAP1 GAP inh 10.

Bioassay records from PubChem BioAssay.
